Assay outcomes from PubChem.
HttQ103 aggreg = mutant huntingtin aggregation inhibition | AID 1688 | 220,000 compounds, 1.1% hits | Potency, µM (titrated, usually from 46.1 µM), inactives show at the top dose activity change, negative = inhibition, hits mostly inhibitors | PC12 HttQ103-GFP aggregates, Acumen cytometry, 40 h; further: on the % scale 0 is the no-effect control and ±100 the full control effect; nearly all actives have a fitted effect of over 60% in size
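Inducible Q103 Huntingtin exon 1–GFP PC12 line, 1500 cells/well in phenol red free DMEM with 5% equine and 5% calf serum. Tebufenozide 100 nM induced expression; compounds titrated; aggregates quantified by cytometry.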
IMPase Li inh = cell-permeable IMPase inhibitors with lithium potentiation. CHO-M1 cells, IP1 TR-FRET (IP-One), carbachol + lithium. Potency, µM (top dose mostly 59.4 µM), without a hit: top-dose activity, negative = IMPase inhibition, hits mostly inhibitors. 210,000 compounds, 0.35% hits. AID 1457;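 further: IP1 builds up when IMPase is blocked and the TR-FRET signal falls; plate controls were basal vehicle for no effect and high inhibitor control for full effect; nearly all actives have a fitted effect of over 50% in size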
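IP1 accumulation measured by competitive TR-FRET in lysed CHO-M1 cells after 30 min compound exposure at 37C, with a small lithium addition to potentiate weak responses. Hill-equation AC50 from ratio and donor-channel data.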
GAA spleen mod = inhibitors or activators of human alpha-glucosidase in spleen homogenate | P10253 | human spleen homogenate, 4-MU-alpha-glucoside fluorescence | Potency, µM (top dose mostly 79.9 µM), inactives show at the top dose activity change, negative = inhibition, hits mostly inhibitors | 240,000 compounds, 0.006% hits;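 further: 0% = enzyme with vehicle and -100% = no enzyme basal signal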
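Enzyme source: human spleen homogenate, 1 ug/well. Buffer 50 mM citric acid/K phosphate pH 5.0, 0.01% Tween-20. 4-MU-alpha-glucoside 1 mM; 37 C x 40 min; NaOH/glycine stop; fluorescence.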
GoLoco inh red = inhibitors of human Gai1-RGS12 GoLoco interaction (red fluorophore); P63096; Gai1:RGS12 GoLoco peptide FP, rhodamine, 10 min; Potency, µM (titrated, usually from 61.6 µM), without a hit: at the top dose activity, negative = inhibition, hits mostly inhibitors; 230,000 compounds, 0.44% hits; AID 880; active means well fitted inhibition curve with a large enough effect, not every such curve was filed as active; inactive means no such curve, though single readings can be large or run the other way; further: on the % scale 0 is the no-effect control and ±100 the full control effect; nearly all actives have a fitted effect of over 30% in size; many of its hits are not listed in these tables
Target sequence (P63096 whole entry, looked up): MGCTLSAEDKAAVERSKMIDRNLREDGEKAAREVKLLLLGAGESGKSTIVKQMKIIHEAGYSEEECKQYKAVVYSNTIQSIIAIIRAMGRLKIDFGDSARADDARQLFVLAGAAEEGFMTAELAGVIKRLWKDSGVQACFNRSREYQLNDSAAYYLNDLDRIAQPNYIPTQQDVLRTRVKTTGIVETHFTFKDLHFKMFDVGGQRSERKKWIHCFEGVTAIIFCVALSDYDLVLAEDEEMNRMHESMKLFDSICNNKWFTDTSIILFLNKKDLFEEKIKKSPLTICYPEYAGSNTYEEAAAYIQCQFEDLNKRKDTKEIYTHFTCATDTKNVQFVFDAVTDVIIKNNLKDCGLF
HTT ATP protect = protects HTT-Q103 PC12 cells, measured by ATP. PC12 HTT-Q103 induced, cytoprotection, ATP luminescence, 40 h. Potency, µM (doses to about 56.4 µM), for the others: cytoprotection (ATP increase), hits mostly activators. 230,000 compounds, 0.14% hits. AID 1471;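 further: % of control where 0% means no effect; nearly all actives have a fitted effect of over 45% in size; toxic huntingtin expression switched on by the ecdysone agonist tebufenozide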
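Huntington model: PC12 line, ecdysone-inducible HTTQ103 exon1–GFP, tebufenozide 100 nM. Test articles in a dose series. Endpoint luminescence from cellular ATP.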
GAA glycogen mod = inhibitors or activators of human alpha-glucosidase glycogen cleavage; recombinant GAA, glycogen substrate, Amplex Red glucose oxidase fluorescence; P10253; 300,000 compounds, 0.38% hits; AID 2100; Potency, µM (titrated, usually from 76.4 µM), without a hit: top-dose activity change, negative = inhibition, usual class: inhibitors;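 further: 0% = full enzyme reaction and -100% = no-enzyme basal signal; the screen sought inhibitors and activators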
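qHTS, 1536-well; enzyme 4 nM final; cpd up to 77 uM; substrate bovine liver glycogen 30 ug; 50 mM citrate/phosphate pH 5.0, 0.01% Tween-20; 37 C, 40 min; Amplex Red detection 45 min RT; Hill fit → AC50.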
GAA inh = alpha-glucosidase (human) inhibition; P10253; purified human GAA, 4-MU-alpha-glucoside fluorescence; Potency, µM (titrated, usually from 76.9 µM), inactives show at the highest dose activity change, negative = inhibition, usual class: inhibitors; 200,000 compounds, 0.005% hits; AID 1466;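 further: plate controls were uninhibited enzyme wells for no effect and no-enzyme background for full effect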
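Enzyme (4 nM final) mixed with compound (up to 77 uM), then 4-MU-alpha-D-pyranoside (400 uM final) added; 20 min at room temperature, pH 5.0. Reaction stopped at pH 10, fluorescence read, AC50 derived by Hill fit.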
* marks the source's active call; other numbers are inactive results; ? = inconclusive; . = not tested or not shown; & = joins results of further samples; [ ] = dose if it differs, or a comment. Unless noted, the call rests on the fitted dose curve; in most records, active means well fitted curve in the direction sought with a large enough effect; inconclusive means small, poorly fitted or top-dose-only effect, or another doubt; inactive means no such curve, though single readings can be large; an effect the other way counts as inactive or inconclusive. Potency means the concentration at half of the fitted maximal effect. This is a subset; rates above refer to the full screens.

SMILES	HttQ103 aggreg	IMPase Li inh	GAA spleen mod	GoLoco inh red	HTT ATP protect	GAA glycogen mod	GAA inh
CCOC(OCC)P(=O)(O)CCCNCc1ccc(Cl)c(Cl)c1	.	0%&22%	-1%&-4%	5%&3%	-13%&-22%	.	.
CCOC(=O)c1ccc(-n2c(-c3ccco3)nc3ccccc3c2=O)cc1	-6%	4%[38.3 µM]	-7%	2%	-8%[10 µM]	0%	0%
COc1cccc(/C=N/NC(=O)c2cnn(-c3ccccc3)c2N)c1	-21%[9.22 µM]	.	-11%	-15%	-11%[10 µM]	5%	.
O=C(CCCOc1ccccc1)NCc1ccco1	1%	13%[38.3 µM]	4%	-7%	3%	11%	0%
CC(=O)Nc1ccc(N=Cc2ccc(OCc3ccccc3)cc2)cc1	-9%	5%	-11%	1%	-5%[1.9 µM]	-3%	-2%
CCN(CC)c1ccc(/C=C(/C#N)c2nc3ccc(C)cc3[nH]2)c(OC(C)C)c1	?	20%[38.3 µM]	-13%	93%[activator]	-23%	-1%	-5%
COc1ccc(C(=O)C2CCCN(Cc3c[nH]c4ccccc34)C2)c(OC)c1 (stereo not drawn)	-10%[9.22 µM]	1%	-3%	-1%	1%[10 µM]	-8%	.
CCOC(=O)N1CCN(C(=O)c2cnsn2)CC1	1%	25%[38.3 µM]	-4%	2%	8%	2%	0%
COc1cc2c(cc1OC)C1CC(=O)C(CC(C)C)CN1CC2 (stereo not drawn)	13%	.	.	16%	-62%[inhibitor]	0%[76.3 µM]	.
CSc1nsc(SC)c1NC(=O)N1CCCC1	-3%	-1%[38.3 µM]	-1%	1%	-7%	0%	-4%
COc1ccc(OCC2c3cc(OC)c(OC)cc3CCN2C(=O)C(C)C)cc1 (stereo not drawn)	4%	5%	-3%	13%	-43%[inhibitor]	-6%	-12%
Cc1ccc(S(=O)(=O)N(C)CC(=O)OCC(=O)N2CC(=O)Nc3ccccc32)cc1	8%	-3%	-3%	-2%	-19%	2%	5%
COC(=O)c1cc(N=Nc2sc(N)nc2C)cc(C(=O)OC)c1	-8%[9.22 µM]	.	-3%	8%	-7%[10 µM]	-17%	.
Cc1ccccc1NC(=O)c1sc(Cl)nc1C	-13%	3%	-16%	2%	8%[10 µM]	4%	-5%
O=C(c1ccc([N+](=O)[O-])cc1Cl)N1CCN(c2ccccn2)CC1	-9%[9.22 µM]	.	-4%	-4%	12%[10 µM]	5%	.
CCC(=O)N1CCc2cc(S(=O)(=O)CCC(=O)O)ccc21	-5%	-14%[38.3 µM]	-9%	-1%	0%	-3%	10%
Cc1noc(C)c1C(=O)N1CCC2(CCCN(c3ccncc3)C2)CC1	.	12%	3%	1%	2%	.	.
CN1CCN(Cc2nc(Cc3cccc(F)c3)no2)CC1c1ccccc1 (stereo not drawn)	0%[9.22 µM]	0%	-3%	-1%	14%[10 µM]	-5%	-11%
Fc1ccc(-n2cc(CNCCc3ccncc3)c(-c3ccccc3Cl)n2)cc1	-6%[9.22 µM]	7%	4%	0%	-5%[10 µM]	16%	4%
O=C(NCC(c1cccs1)N1CCOCC1)c1cc([N+](=O)[O-])ccc1Cl (stereo not drawn)	12%	1%	-6%	5%	24%[10 µM]	-3%	-6%
O=C(Nc1ccc(N2CCN(C(=O)c3ccccc3F)CC2)cc1)c1ncn[nH]1	-17%	-4%	-1%	13%	-36%[inhibitor]	-6%	-4%
ClCC1CN(Cc2ccccc2Cl)CCO1 (stereo not drawn)	15%	-6%	-1%	2%	8%	8%	4%
CCOc1ccc2nc(NC(=O)CN3CCN(C)CC3)sc2c1	21%	17%[38.3 µM]	3%	14%	-29%	5%	-5%
Cc1cccc(NC(=O)Nc2ccc(C)cc2Br)c1	-16%	1%	4%	-4%	-7%[10 µM]	19%	2%
CCOC(=O)/C(C(N)=NC(C)C)=C(\O)c1ccccc1	-23%	7%	3%	9%	2%[10 µM]	1%	-8%

In the list so far, these have fluorine.
SMILES	HttQ103 aggreg	IMPase Li inh	GAA spleen mod	GoLoco inh red	HTT ATP protect	GAA glycogen mod	GAA inh
CN1CCN(Cc2nc(Cc3cccc(F)c3)no2)CC1c1ccccc1 (stereo not drawn)	0%[9.22 µM]	0%	-3%	-1%	14%[10 µM]	-5%	-11%
Fc1ccc(-n2cc(CNCCc3ccncc3)c(-c3ccccc3Cl)n2)cc1	-6%[9.22 µM]	7%	4%	0%	-5%[10 µM]	16%	4%
O=C(Nc1ccc(N2CCN(C(=O)c3ccccc3F)CC2)cc1)c1ncn[nH]1	-17%	-4%	-1%	13%	-36%[inhibitor]	-6%	-4%

Other records
SMILES	HttQ103 aggreg	IMPase Li inh	GAA spleen mod	GoLoco inh red	HTT ATP protect	GAA glycogen mod	GAA inh
CCC1CCCCN1CCCNC(=O)c1cn(CC(C)C)c(=O)c2cc(OC)c(OC)cc12 (stereo not drawn)	28%	45%[activator][38.3 µM]	-3%	44%[activator]	12%	5%	1%
CCOCCCNC(=O)c1cc2sc(Cl)cc2n1CC	?	-11%[38.3 µM]	-4%	6%	-29%[10 µM]	-2%	-2%
CCN(CC(=O)Nc1cc(Cl)ccc1C)C(=O)C1CCCCC1	-7%	7%	6%	2%	-31%[inhibitor]	9%	-2%
O=C(COC(=O)c1ccccc1C(=O)c1ccccc1)NCc1ccc(F)cc1	-8%	24%	.	4%	-52%[inhibitor]	-14%	-3%
COC(=O)c1cc(NC(=O)c2c(Cl)nc3sccn23)cc(C(=O)OC)c1	5%	11µM*	-3%	3%	-5%	3%	0%
CCCCSc1nnc([C@H](C)NC(=O)OC(C)(C)C)o1	1%	5%[38.3 µM]	-6%	6%	1%[10 µM]	-7%	-8%
Cc1ccc(S(=O)(=O)CC(O)CN2CCCC2=O)cc1 (stereo not drawn)	13%	-1%[38.3 µM]	-1%	2%	14%	4%	1%
COc1ccc(S(=O)(=O)N(CC(N)=O)C2CCCCC2)cc1Cl	-4%	-1%[38.3 µM]	-1%	-8%	-15%	7%	5%
COc1ccc(CNCC(O)(c2ccc(Cl)cc2)c2ccc(Cl)cc2)cc1OC	?	15%[38.3 µM]	-1%	1%	-87%[inhibitor]	0%	-9%
CCSc1ccccc1C(=O)Nc1nncs1	-8%	10%	1%	-40%	-3%[10 µM]	-8%	1%
CC(=O)c1cccc(Nc2ccc(-c3ccccc3F)nn2)c1	-6%	0%	.	8%	-71%[inhibitor]	7%	-8%
Cc1cc(NC(=O)CSc2nnc(-c3ccc(Cl)s3)o2)no1	-23%	1%[38.3 µM]	-1%	0%	1%	-14%	-5%
Cc1noc(C)c1C(=O)OCC(=O)NC1CC1	-12%	12%[38.3 µM]	-1%	-20%	-12%	2%	1%
CC(=O)N1CCN(c2ccc(NC(=O)c3ccc(Br)o3)cc2Cl)CC1	1%	14%	-2%	5%	-38%[inhibitor]	19%	-16%
COc1ccc2[nH]c(C(=O)O)c(CCC(=O)O)c2c1	-11%	11%[38.3 µM]	-3%	-13%	-2%[0.074 µM]	3%	-6%
O=C(CSCc1ccccc1)NCc1ccc2c(c1)OCO2	2%[9.22 µM]	-8%[38.3 µM]	-3%	8%	-1%	0%	-10%
O=C(N=Nc1c(O)[nH]c2ccccc12)c1ccc(CN2CCOCC2)cc1	-18%	13%	-5%	8%	-73%[inhibitor]	0%	?
CN(C)C(CNC(=O)Nc1cccc(Cl)c1)c1cccnc1 (stereo not drawn)	-1%	17%[38.3 µM]	-22%	4%	-1%[10 µM]	0%	-1%
CCCNC(=O)c1cccc(Cn2nc(C)c(Br)c2C)c1	-23%	21%[38.3 µM]	-11%	9%	-10%	-1%	-13%
Cn1c(=O)[nH]c(=O)c2c1nc(Br)n2CC(O)COc1ccccc1 (stereo not drawn)	15%	20%[38.3 µM]	-4%	-3%	-3%[10 µM]	22%	1%
COc1ccc(-n2c(=O)n(Cc3ccccc3)c(=O)c3[nH]cnc32)cc1	14%[9.22 µM]	.	-3%	5%	16%[10 µM]	2%	.
O=C(NCCc1ccccn1)c1n[nH]c(=O)c2ccccc12	5%	2%[38.3 µM]	3%	7%	-2%[10 µM]	9%	-7%
N#CCCn1cc(/C=N/N=C2\NC(=O)C(CC(=O)O)S2)c(-c2ccc(F)cc2)n1 (stereo not drawn)	-15%[9.22 µM]	.	-12%	8%	9%[10 µM]	-5%	.
CC(=O)N(c1ccccc1C)C1CCCC1	1%	0%	2%	-2%	?	8%	0%
COc1ccc(CC(=O)Nc2cc(C)on2)cc1OC	16%	14%[38.3 µM]	-3%	-8%	-9%	0%	0%
Next section:
SMILES	HttQ103 aggreg	IMPase Li inh	GAA spleen mod	GoLoco inh red	HTT ATP protect	GAA glycogen mod	GAA inh
COc1ccc(C(=O)/C=C/Nc2ccc(S(=O)(=O)Nc3onc(C)c3C)cc2)cc1	-14%	6%	2%	3%	.	4%	-2%
CC(=O)N/C(=C/c1ccc(OS(=O)(=O)c2ccc(C)cc2)cc1)C(=O)NCCCO	11%[9.22 µM]	.	2%	-7%	10%[10 µM]	6%	0%
COc1ccc(OC)c(C(=O)c2coc3ccc(OC)cc23)c1	-1%[9.22 µM]	18%[38.3 µM]	3%	6%	-1%	-1%	-13%
COc1ccc(C(=O)C2CCCN(C(=O)C3=CCCC3)C2)cc1OC (stereo not drawn)	-24%[9.22 µM]	-1%	-9%	2%	-31%[10 µM]	-5%	9%
COc1ccc2c(c1OC)C(=O)N1c3ccccc3C(=O)OC21 (stereo not drawn)	.	-8%	9%	4%	-24%	.	.
Cc1nc([N+](=O)[O-])cn1-c1ccc(N)cc1	-32%	-2%	7%	-5%	16%[10 µM]	-6%	-5%
COCCNC(=S)Nc1cc(OC)c(OC)cc1C#N	2%[9.22 µM]	-5%	1%	2%	-19%	-6%	7%
Cc1cc(C)cc(C(=O)N(NC(=O)Nc2ccc(Cl)cc2)C(C)(C)C)c1	?	19%[38.3 µM]	-7%	2%	-76%[inhibitor]	-6%	-1%
Cc1ccccc1-c1nc(-c2ccccn2)no1	2%	5%	-13%	-3%	-181%[inhibitor]	5%	?
COc1ccc2cc(CCNC(=O)c3cccc([N+](=O)[O-])c3)c(=O)[nH]c2c1	-32%	7%	-1%	0%	-19%	.	-3%
COc1ccc(/C=C/C(=O)O/N=C(\N)c2cccnc2)cc1OC	-17%[9.22 µM]	.	0%	11%	4%[10 µM]	0%	.
CCC(C)N(C(=O)COC(=O)CCc1c[nH]c2ccccc12)C1CCS(=O)(=O)C1 (stereo not drawn)	-12%[9.22 µM]	-6%[38.3 µM]	-1%	-16%	17%	4%	1%
Cc1ccc2c(Cl)cc(Cl)c(OCC(=O)N3CCCC3)c2n1	-6%	-9%	1%	-4%	-47%[inhibitor]	4%	11%
